Bioassay records deposited in PubChem BioAssay by National Center for Advancing Translational Sciences (NCATS).
TbPYK inhibitor – blocks Trypanosoma brucei pyruvate kinase; 410,000 tested, 0.12% active; Potency, µM (top dose mostly 76.8 µM), for inactives: at the highest dose activity, negative = inhibition, actives largely listed as inhibitors; TbPYK enzyme, Kinase-Glo Plus ATP luminescence, 45 min; Q57TT1; further: potency means the concentration at half of the fitted maximal effect; nearly all actives have a fitted effect of over 50% in size
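Luminescence from Kinase-Glo Plus, added after a 45-minute room-temperature reaction, served as the end-point read-out. The enzyme and substrate were preincubated with compound before ADP (130 uM final) initiated turnover. Concentration-effect curves came from normalized qHTS data.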
AMA1 RON2 block – disrupts binding of P. falciparum AMA1 to RON2; AlphaScreen AMA1-biotinylated RON2 peptide binding; Potency, µM (series often up to 58.2 µM), for the others: top-dose activity change, negative = inhibition, usual class: inhibitors; 360,000 tested, 0.2% active;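 further: potency means the concentration at half of the fitted maximal effect; 0% = vehicle wells and -100% = peptide control; nearly all actives have a fitted effect of over 45% in size; some results filed as inactive show a strong effect at the top dose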
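AMA1 (3D7) with his tag at 25 nM final met compounds first, then biotinylated RON2 peptide at 25 nM; detection used donor plus acceptor beads, 10 µg/mL apiece, read by AlphaScreen after 30 min at room temperature.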
HCMV inh – human cytomegalovirus inhibition | HFF cells, HCMV-luciferase reporter, 72 h; stronger effect = lower value | activity change, negative = inhibition, % at 57.5 µM | 410,000 tested, 4.5% active; in the data active means activity change below about -60%; inconclusive means no clear call, values can overlap the other calls; inactive means above about -39%
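Cell-based, HFFs, 1000 cells/well, 16 h 37C; cpds in DMSO + HCMV-luc, MOI 1 PFU/cell; 72 h 37C; OneGlo luminescence after 5 min RT; norm. to buffer vs Salinomycin 10uM.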
Sm TGR inh – blocks Schistosoma mansoni thioredoxin glutathione reductase; purified TGR, DTNB reduction, TNB absorbance 405 nm; 360,000 tested, 3% active; Q962Y6; Potency, µM (highest dose often 114 µM), for the others: top-dose activity change, negative = inhibition, actives largely listed as inhibitors; AID 485364; further: potency means the concentration at half of the fitted maximal effect; nearly all actives have a fitted effect of over 60% in size
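TGR 20 nM + NADPH 100 uM (dispensed conc.), cpd preinc 15 min RT; start with NADPH (500 uM addition) then DTNB (15 mM addition). Kinetic TNB absorbance, 405 nm filter. Four-parameter Hill fit across titration.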
AmpC detergent – blocks E. coli AmpC beta-lactamase in detergent assay | P00811 | Potency, µM (titrated, usually from 114 µM), inactives show top-dose activity change, negative = inhibition, hits mostly inhibitors | AID 485294 | AmpC hydrolysis of nitrocefin, absorbance 480 nm, 0.01% Triton | 370,000 tested, 0.041% active;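 further: potency means the concentration at half of the fitted maximal effect; 0% = no-compound wells and -100% = no-enzyme wells; nearly all actives have a fitted effect of over 25% in size; some results filed as inactive show a strong effect at the top dose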
Target sequence (P00811 whole entry, looked up): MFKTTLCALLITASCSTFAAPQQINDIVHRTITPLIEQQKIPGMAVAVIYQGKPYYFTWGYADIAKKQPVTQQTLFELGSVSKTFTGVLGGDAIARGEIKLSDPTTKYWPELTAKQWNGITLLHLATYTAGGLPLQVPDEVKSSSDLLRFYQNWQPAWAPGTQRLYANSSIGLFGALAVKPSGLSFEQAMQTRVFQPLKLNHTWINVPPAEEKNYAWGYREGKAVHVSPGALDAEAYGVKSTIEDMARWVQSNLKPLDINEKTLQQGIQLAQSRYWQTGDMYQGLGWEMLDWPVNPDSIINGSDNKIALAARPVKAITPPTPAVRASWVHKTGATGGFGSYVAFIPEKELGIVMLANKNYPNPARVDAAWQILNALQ
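AmpC (5.3 nM in the dispensed reagent) in 20 mM phosphate pH 7.0 with 0.01% (detergent screen) or 0.0001% Triton X-100 was preincubated with compounds for 15 min at room temperature. Nitrocefin was then added from an 800 uM solution, and hydrolysis was followed at 480 nm.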
LmPK inhibitor – LmPK (Leishmania mexicana) enzyme inhibition; 290,000 tested, 0.37% active; AID 1721; Potency, µM (doses to about 57.5 µM), for the others: top-dose activity change, negative = inhibition, usual class: inhibitors; purified LmPK, Kinase-Glo ATP luminescence, 1 h; Q27686; further: potency means the concentration at half of the fitted maximal effect
Target sequence (Q27686 whole entry, looked up): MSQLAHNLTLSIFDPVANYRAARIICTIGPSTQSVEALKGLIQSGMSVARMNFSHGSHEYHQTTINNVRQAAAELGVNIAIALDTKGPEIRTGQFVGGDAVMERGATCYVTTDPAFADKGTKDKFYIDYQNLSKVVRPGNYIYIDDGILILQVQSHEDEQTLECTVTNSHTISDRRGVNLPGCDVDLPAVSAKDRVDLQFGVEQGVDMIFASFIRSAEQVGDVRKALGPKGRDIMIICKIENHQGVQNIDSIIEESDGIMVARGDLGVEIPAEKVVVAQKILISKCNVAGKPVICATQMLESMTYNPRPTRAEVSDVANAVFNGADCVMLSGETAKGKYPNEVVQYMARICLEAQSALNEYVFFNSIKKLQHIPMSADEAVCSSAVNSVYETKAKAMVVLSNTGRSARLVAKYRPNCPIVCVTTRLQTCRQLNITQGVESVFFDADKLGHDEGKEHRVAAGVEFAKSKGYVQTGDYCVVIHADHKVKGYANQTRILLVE
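0.1 nM LmPK, 0.5 mM PEP, 0.1 mM ADP; 50 mM imidazole pH 7.2, 7 mM MgCl2, 50 mM KCl; 1 h RT. Kinase-Glo luminescence readout, normalized to no-enzyme (full inhibition) and uninhibited wells.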
AmpC no deterg – AmpC beta-lactamase inhibition without detergent. AmpC nitrocefin hydrolysis, absorbance 480 nm, 0.0001% Triton. 330,000 tested, 0.52% active. AID 485341. Potency, µM (series often up to 57.1 µM), without a hit: at the highest dose activity change, negative = inhibition, usual class: inhibitors. P00811;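 further: potency means the concentration at half of the fitted maximal effect; plate controls were no compound for no effect and no enzyme for full effect; nearly all actives have a fitted effect of over 20% in size; some results filed as inactive show a strong effect at the top dose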
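AmpC (5.3 nM in the dispensed reagent) in 20 mM phosphate pH 7.0 with 0.01% (detergent screen) or 0.0001% Triton X-100 was preincubated with compounds for 15 min at room temperature. Nitrocefin was then added from an 800 uM solution, and hydrolysis was followed at 480 nm.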
Active calls of the source: *; ? = inconclusive; nt = no result given; & = joins results of further samples; [ ] = dose if it differs, or a comment. Unless noted, the call rests on the fitted dose curve; in most records, active means well fitted curve in the direction sought with a large enough effect; inconclusive means small, poorly fitted or top-dose-only effect, or another doubt; inactive means no such curve, though single readings can be large; an effect the other way counts as inactive or inconclusive. Unless noted, on the % scale 0 is the no-effect control and ±100 the full control effect.

SMILES	TbPYK inhibitor	AMA1 RON2 block	HCMV inh	Sm TGR inh	AmpC detergent	LmPK inhibitor	AmpC no deterg
CCn1cc2c(n1)-c1c(oc(C(=O)Nc3ccc(Br)cc3F)c1C)CC2	-4%	nt	82	-3%	-3%	nt	nt
CSc1ncc(CN2CCC(C(=O)Nc3cccc(-c4cscn4)c3)CC2)cn1	-4%	-7%	-23	-14%	2%	-5%	26%
CN(C)S(=O)(=O)c1cccc(-c2nn(-c3ccccc3)cc2/C=C(/C#N)C(=O)NCc2ccco2)c1	?	18%	-18	16%	-1%	-1%	-16%
CC(=O)Nc1ccc(S(=O)(=O)N(C#N)c2nc(N(C)C)nc(N(C)C)n2)cc1	-3%	2%	9	-5%	?	1%	-18%
Cc1cn(C)c(CC(=O)NCc2cccc(Cl)c2)c1C(=O)O	3%	nt	7	-11%	-6%	nt	nt
CC(C)C(NC(=O)c1c(F)cccc1F)C(=O)NNC(=O)c1ccccc1 (stereo not given)	5%	30%[activator]	-17	nt	nt	nt	-41%
CC(=O)c1ccc(OC(C)C)c(Cc2c(O)[nH]c(=S)[nH]c2=O)c1	?	-3%	-14	4%	-8%	2%	-18%
Cc1nonc1C1CCCN1C(=O)c1cc(COc2ccc(F)cc2Cl)on1 (stereo not given)	-1%	-6%	-17	-3%	2%	7%	86%[activator]
CCOC(=O)C(=NO)C1=CSC2=NNC(C)(C)N12	3%	141%[activator]	0	nt	nt	nt	nt
Cc1ccccc1C(=O)N1CCC(C(=O)N2CCN(Cc3ccc4c(c3)OCO4)CC2)CC1	8%	11%	-102*	nt	nt	nt	93%[activator]
CCOc1ccc(OCCNC2CCCC2)cc1	-5%	6%	1	16%	?	-2%	-3%
CC(=O)Nc1cc(OC(=O)c2ccco2)cc(OC(=O)c2ccco2)c1	-5%	-3%	23	-5%	-7%	3%	-16%
C[C@@H]1CCCN1[C@@H]1CS(=O)(=O)N[C@H]1COCc1ccccc1	0%	10%	-34	nt	nt	nt	nt
O=C(COc1ccc2c(c1)CCC2)NCc1ccccc1	1%	9%	-1	-8%	-15%	4%	-12%
CCCc1cc(=O)n2[nH]c(-c3ccccc3)cc2n1	-2%	-2%	120	-11%	-7%	-5%	-14%
Cc1nc(NC(=O)C(C)(C)C)sc1-c1csc(N)n1	-6%	-2%	-22	nt	nt	nt	nt
O=C(OCc1ccc(Br)cc1)c1cccnc1	-4%	23%	-6	-17%	-12%	-2%	-5%
O=C1NC[C@H](CCCCN2CCN(CCc3ccccc3)C(=O)C2=O)N(CCc2ccccc2)C1=O	-4%	-7%	-12	nt	nt	nt	nt
COc1cc(CCCN2C(=O)C(=O)NC[C@@H]2Cc2ccc(O)cc2)cc(OC)c1OC	3%	4%	27	-20%	-1%	-3%	-9%
O=C(Nc1ccc(C(=O)NC2CCCCC2)cc1)c1cncc(Br)c1	5%	-3%	-27	0%	4%	-1%	-18%
COCCN1C(=O)N[C@@H](CCc2ccccc2)[C@@H](C(=O)OC)[C@H]1C	-4%	11%	4	nt	nt	-5%[11.5 µM]	nt
CC(C)Oc1ccc(C(=O)OCC(=O)N2CCCc3ccccc32)cc1	2%	-4%	16	-1%	-1%	nt	-2%
c1ccc(-c2cc3ccccc3nc2N2CCCC2)cc1	-10%	127%[activator]	-61*	0%	-4%	-9%	-25%
O=C(CSc1nnc(-c2cccc(Br)c2)o1)N1CCOCC1	5%	23%	25	5%	-1%	-4%	65%[activator]

Grouped by structure, the entries above containing bromine.
SMILES	TbPYK inhibitor	AMA1 RON2 block	HCMV inh	Sm TGR inh	AmpC detergent	LmPK inhibitor	AmpC no deterg
CCn1cc2c(n1)-c1c(oc(C(=O)Nc3ccc(Br)cc3F)c1C)CC2	-4%	nt	82	-3%	-3%	nt	nt
O=C(OCc1ccc(Br)cc1)c1cccnc1	-4%	23%	-6	-17%	-12%	-2%	-5%
O=C(Nc1ccc(C(=O)NC2CCCCC2)cc1)c1cncc(Br)c1	5%	-3%	-27	0%	4%	-1%	-18%
O=C(CSc1nnc(-c2cccc(Br)c2)o1)N1CCOCC1	5%	23%	25	5%	-1%	-4%	65%[activator]

Going on with the list:
SMILES	TbPYK inhibitor	AMA1 RON2 block	HCMV inh	Sm TGR inh	AmpC detergent	LmPK inhibitor	AmpC no deterg
CC(=O)C(Sc1nc(-c2ccccc2Cl)nc2c1c(=O)n(C)c(=O)n2C)C(=O)N(C)C (stereo not given)	2%	nt	-34	2%	-2%	nt	nt
C=C(C)c1cccc(C(C)(C)NC(=O)NCCCn2ccnc2)c1	-4%	-5%	-8	8%	-3%	0%	29%
CC1CCCN(c2c([N+](=O)[O-])cc(C(=O)O)cc2[N+](=O)[O-])C1 (stereo not given)	-2%	-2%	-101*	-13%	-8%	-1%	-32%
CN(C)c1ccc([P+](=O)c2ccc(N(C)C)cc2)cc1	3%	-23%	16	11%	4%	5%	-2%
CSc1ccc(CNCC2CCCO2)cc1 (stereo not given)	3%	-10%	0	-23%	-10%	9%	-8%
CCOc1cc2[nH]c(=O)n(CCCCCC(=O)NCc3ccco3)c(=O)c2cc1OCC	-7%	3%	-34	-2%	0%	-7%	-17%
O=C(CSc1cccc(C(F)(F)F)c1)NC(=O)c1ccccc1	3%	-2%	25	-2%	3%	7%	-8%
COc1ccc(C2Sc3ccccc3NC3=C2C(=O)c2ccccc23)c(OC)c1OC (stereo not given)	-17%	nt	-74*	-18%	8%	nt	nt
CCOc1ccccc1CNC(=O)c1oc2ccc3c(c2c1C)C(=O)CC(C)(C)O3	4%	nt	4	-2%	17%	nt	nt
COc1ccccc1C(=O)C1CCCN(Cc2cccc3nccnc23)C1 (stereo not given)	1%	-3%	-12	15%	1%	-7%	-1%
COC(=O)c1cnn(-c2ccccc2)c1-n1cccc1C=O	2%	8%	16	0%	-2%	1%	-14%
CC(=O)c1cccc(NC(=O)N2CCN(S(C)(=O)=O)CC2)c1	4%	-6%	21	-7%	1%	-2%	-12%
C/C(=N\NC(=O)c1cc(-c2cccnc2)nc2ccccc12)c1ccc(O)cc1O	-9%	66%[activator]	-94*	-10%	-4%	1%	-11%
COC(=O)[C@]1(C)CCC[C@@]2(C)C3CC[C@@]4(C)C[C@]3(CCC21)CC(=O)N4 (stereo not given in full)	-7%	0%	-8	-3%	-7%	nt	73%[activator]
O=C(C1CCCN(S(=O)(=O)c2cccs2)C1)N1CCN(C2CCCCC2)CC1 (stereo not given)	0%	-2%	-13	-22%	3%	-3%	75%[activator]
Cc1cc(C(=O)O)ccc1N/C=C1\CCCC(C)C1=O (stereo not given)	-7%	-7%	78	1%	-10%	0%	-8%
COc1cccc(CN(C)C(=O)CN2C(=O)NC3(CCCc4ccccc43)C2=O)c1 (stereo not given)	-5%	0%[11.6 µM]	-23	-20%	4%	nt	4%
CCCCCc1c(O)nc(SCCN2CCOCC2)[nH]c1=O	4%	2%	-17	3%[57.1 µM]	2%	3%	-9%
COc1ccc(/C=N/NC(=O)c2sc(C)nc2C)cc1	-2%	9%	?	9%	1%	1%	-25%
O=C(/C=C/c1cccc([N+](=O)[O-])c1)NCc1cccnc1	4%	0%	24	11%	-1%	-6%	-7%
COc1ccc(NS(=O)(=O)c2cccc(C(=O)NNC(=O)CNC(=O)c3ccco3)c2)cc1	4%	78%[activator]	63	2%	3%	-7%	-36%
C#CCOCCOCCOCCNc1nc(N2CCN(C(=O)CCCCCCCCCCNC(=O)Cn3cc(C[C@@H](C)O)nn3)CC2)nc(N2CCN(C(=O)CCCCCCCCCCNC(=O)[C@H](CCCCN)n3cc(C[C@@H](C)CC)nn3)CC2)n1	1%	-25%	nt	-36%	-2%	nt	356%[activator]
NC(=S)N/N=C1\CC(n2nnnc2-c2ccccc2Cl)C2COC1O2 (stereo not given)	-15%	24%	?	-17%	13%	7%	-16%
CCOC(=O)CN1NC2(CCCCCCC2)NC1=S	?	68%[activator]	20	-28%	1%	0%	-1%
CCN1C(=O)N(C)C(N(O)C(=O)NC)C1(C)C (stereo not given)	-12%	9%	-5	-3%	-9%	-2%	-2%
CC(=O)c1c(C)n(-c2ccccc2Br)c2ccc(O)cc12	5%	-9%	nt	4%	-1%	0%	-28%
Clc1ccc(C2=Nc3cc(Cl)ccc3OC2)cc1	0%	18%	13	-4%	-4%	-16%	3%[2.29 µM]
Cc1ccc(S(=O)(=O)NCCSc2nncn2C)cc1	-9%	1%	-11	6%	?	4%	-3%
COc1ccc(OC)c(Nc2nc(N)c([N+](=O)[O-])c(NCc3ccccc3)n2)c1	-7%	1%	-15	9%	-9%	7%	-10%
Cc1cc(N2CCN(c3ccccc3)CC2)n2nnnc2n1	5%	5%	53	2%	1%	-13%	-15%
Cc1ccc(/C=N/NC(=O)c2ccc3ccccc3c2)s1	-1%	6%	-27	-17%	-20%	9%	-47%
CCCCCCN(C(=O)CCCCCN1C(=O)NC(c2ccc(C3CCCCC3)cc2)C(C(=O)OCc2ccccc2)=C1C)C(C(=O)NCCCC)c1ccc(OCC(=O)OC)c(C(=O)OC)c1 (stereo not given)	nt	nt	-9	7%	-6%	6%	73%[activator]
O=C(COc1ccccc1)Nc1c(Cl)ccc2nsnc12	1%&0%	-2%	-29&-31	-5%&14%	-10%&-4%	-4%	-11%
C=C(C)CN(CC)C(=O)CC1C(=O)NCCN1C (stereo not given)	0%	22%	-15	-3%[57.1 µM]	0%	2%	-4%
Cc1ccccc1-c1nc2cc(NC(=O)C3CC3)ccc2o1	-6%	-7%	137	?	-14%	-9%	31%
CC(NC(=O)C(=O)N1CCCCC1)C(c1cccs1)N1CCN(Cc2ccccc2)CC1 (stereo not given)	-10%	6%	0	-20%	2%	5%	5%
O=[N+]([O-])c1ccc(N2CCN(S(=O)(=O)c3ccc(Cl)cc3)CC2)cc1NCC1CCCO1 (stereo not given)	-6%	-9%	30	1%	?	4%	0%
O=C(O)CCc1ccc(-c2cccs2)n1CC(=O)Nc1ccccc1C(F)(F)F	3%&-5%	1%	43&10	?	4%&9%	2%	-19%
Cc1ccc(C(=O)O)cc1NC(=O)CCc1c(C)noc1C	-5%	4%	-26	nt	nt	nt	nt

Rows are unselected, and some 7.4% of all compounds hit somewhere here.
